Screens as filed in PubChem BioAssay.
ALDH1A1 block = blocks purified human ALDH1A1 activity; AID 1030; P00352; Potency, µM (top dose mostly 75.3 µM), for inactives: at the highest dose activity, negative = inhibition, actives largely listed as inhibitors; Purified ALDH1A1, NADH fluorescence, propionaldehyde substrate; 220,000 tested, 7.3% active; active means well fitted inhibition curve with a large enough effect, not every such curve was filed as active; inconclusive means small, poorly fitted or top-dose-only effect, or another doubt; inactive means no such curve, though single readings can be large or run the other way;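 further: plate controls were no enzyme wells and a reference inhibitor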
Target sequence (P00352 whole entry, looked up): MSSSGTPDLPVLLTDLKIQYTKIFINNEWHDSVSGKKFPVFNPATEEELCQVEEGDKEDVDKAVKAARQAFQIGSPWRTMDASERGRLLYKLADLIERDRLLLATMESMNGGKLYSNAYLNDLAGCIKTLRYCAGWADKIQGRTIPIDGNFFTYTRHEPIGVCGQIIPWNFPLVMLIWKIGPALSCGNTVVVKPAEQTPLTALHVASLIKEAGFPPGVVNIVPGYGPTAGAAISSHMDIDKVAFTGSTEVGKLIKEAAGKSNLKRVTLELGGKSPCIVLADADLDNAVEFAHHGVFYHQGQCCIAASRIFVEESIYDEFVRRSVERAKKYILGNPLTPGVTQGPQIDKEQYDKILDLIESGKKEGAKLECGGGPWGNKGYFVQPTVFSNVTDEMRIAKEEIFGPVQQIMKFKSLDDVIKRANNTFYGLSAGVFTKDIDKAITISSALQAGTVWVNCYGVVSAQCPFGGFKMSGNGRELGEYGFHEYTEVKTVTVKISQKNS
GAA inh = inhibitors of human lysosomal alpha-glucosidase | purified human GAA, 4-MU-alpha-glucoside fluorescence | Potency, µM (top dose mostly 76.9 µM), for inactives: at the highest dose activity change, negative = inhibition, hits mostly inhibitors | 200,000 tested, 0.005% active;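 further: plate controls were uninhibited enzyme wells for no effect and no-enzyme background for full effect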
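Fluorogenic assay: 4 nM human alpha-glucosidase with 400 uM 4-methylumbelliferyl-alpha-D-pyranoside in 50 mM citrate/phosphate, 0.005% Tween-20, pH 5.0, 20 min at room temperature. Compounds tested up to 77 uM; AC50 from Hill fits.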
Tau fluor counter = counter-screen for tau fibril formation inhibitors; tau K18 P301L Alexa594 fluorescence, heparin fibrillization; Potency, µM (top dose mostly 57.7 µM), for the others: at the highest dose activity change, negative = decrease; 280,000 tested, 0.93% active; AID 1463; further: on the % scale 0 is the no-effect control and ±100 the full control effect; nearly all actives have a fitted effect of over 55% in size
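Human tau K18 P301L (15 uM unlabeled, 0.24 uM Alexa 594-labeled) in 100 mM sodium acetate pH 7 with 20 uM heparin, 6 hr at 37 C. ThT 30 uM added, 1 hr ambient; Alexa 594 FP and total fluorescence read at 555/632 nm.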
GLA spleen mod = inhibits or activates alpha-galactosidase in human spleen homogenate | P06280 | 240,000 tested, 0.008% active | Potency, µM (series often up to 80 µM), without a hit: top-dose activity change, negative = inhibition, most hits filed as inhibitors | human spleen homogenate, 4MU-alpha-Gal fluorescence, 40 min | AID 2107;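 further: 0% = enzyme with vehicle and -100% = no enzyme basal signal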
Target sequence (P06280 32-429 limits assumed): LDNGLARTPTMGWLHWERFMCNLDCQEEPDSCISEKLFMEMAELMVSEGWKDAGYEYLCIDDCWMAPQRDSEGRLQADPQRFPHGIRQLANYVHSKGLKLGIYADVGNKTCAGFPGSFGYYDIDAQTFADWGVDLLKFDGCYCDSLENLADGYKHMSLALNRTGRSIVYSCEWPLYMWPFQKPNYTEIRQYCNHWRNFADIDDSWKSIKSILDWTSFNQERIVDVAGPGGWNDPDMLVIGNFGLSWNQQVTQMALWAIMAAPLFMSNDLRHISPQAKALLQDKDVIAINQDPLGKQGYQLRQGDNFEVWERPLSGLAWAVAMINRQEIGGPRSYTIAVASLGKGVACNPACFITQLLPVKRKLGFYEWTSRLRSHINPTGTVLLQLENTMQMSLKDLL
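Spleen homogenate 1 ug + cpd (titration) + 4-MU-alpha-D-galactopyranoside 1 mM; 37C 40 min; 50 mM citrate/phosphate pH 5.0, 0.01% Tween-20; stop pH 10; fluorescence 365/440; AC50 via Hill.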
Epigenetic reg = derepresses silenced GFP reporter in murine cells; 280,000 tested, 0.2% active; Potency, µM (series often up to 53.9 µM), for inactives: top-dose GFP activation, usual class: activators; AID 1865; murine LDR cells, GFP reporter derepression, 30 h; further: % of control where 0% means no effect; nearly all actives have a fitted effect of over 60% in size
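Readout is the number of GFP-expressing murine LDR cells, counted by cytometry following washing. Cells were treated with compound for 30 h at 37 C; the stably integrated CMV-GFP locus is normally silent.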
NPSR antagonist = blocks cAMP signaling of the human neuropeptide S receptor | Q6W5P4 | CHO-NPSR cells, cAMP TR-FRET, antagonist mode | Potency, µM (series often up to 38.3 µM), for inactives: top-dose activity change, negative = inhibition, usual class: inhibitors | 220,000 tested, 1% active | AID 1461; further: on the % scale 0 is the no-effect control and ±100 the full control effect; nearly all actives have a fitted effect of over 50% in size; many of its hits are not listed in these tables
GAA spleen mod = lysosomal alpha-glucosidase (human) modulation; P10253; human spleen homogenate, 4-MU-alpha-glucoside fluorescence; Potency, µM (highest dose often 79.9 µM), for the others: at the highest dose activity change, negative = inhibition, hits mostly inhibitors; 240,000 tested, 0.006% active;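 further: 0% = enzyme with vehicle and -100% = no enzyme basal signal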
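Human spleen homogenate (1 ug) incubated with compounds and 1 mM 4-methylumbelliferyl-alpha-D-glucopyranoside in pH 5.0 citrate/phosphate buffer, 37 C, 40 min. Stopped at pH 10; 4-MU fluorescence (Ex 365/Em 440 nm); AC50 by Hill fit.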
GAA glycogen mod = GAA glycogen-cleavage inhibition or activation | 300,000 tested, 0.38% active | AID 2100 | Potency, µM (top dose mostly 76.4 µM), without a hit: top-dose activity change, negative = inhibition, usual class: inhibitors | recombinant GAA, glycogen substrate, Amplex Red glucose oxidase fluorescence | P10253;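 further: 0% = full enzyme reaction and -100% = no-enzyme basal signal; the screen sought inhibitors and activators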
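qHTS, 1536-well; enzyme 4 nM final; cpd up to 77 uM; substrate bovine liver glycogen 30 ug; 50 mM citrate/phosphate pH 5.0, 0.01% Tween-20; 37 C, 40 min; Amplex Red detection 45 min RT; Hill fit → AC50.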
* = called active by the depositor; ? = inconclusive; / = not tested or not shown; & = joins results of further samples; [ ] = dose if it differs, or a comment. Unless noted, the call rests on the fitted dose curve; in most records, active means well fitted curve in the direction sought with a large enough effect; inconclusive means small, poorly fitted or top-dose-only effect, or another doubt; inactive means no such curve, though single readings can be large; an effect the other way counts as inactive or inconclusive. Potency means the concentration at half of the fitted maximal effect. This is a subset (hit frequency here may not be typical).

SMILES,GLA spleen mod,ALDH1A1 block,Tau fluor counter,NPSR antagonist,Epigenetic reg,GAA inh,GAA glycogen mod,GAA spleen mod
O=C(O)Cc1cccnc1C(=O)O,-3%&-6%,13%&-1%,-8%&-10%,/,-1.1%&-0.3%,/,/,-2%&8%
C=CC[N+]1(C)C2CCC1CC(O)C2 (stereo unspecified),-1%,3%,-6%,7%,-4.6%,-9%,1%,-2%
CCn1c(P(C)(=O)O)nc2cc(NC(=O)c3ccccc3F)ccc21,4%,?,-7%,11%,3.2%,14%,0%,4%
COc1ccc(-c2nc3ccccc3n2OC(=O)N(C)C)cc1,6%,2%,0%,?,1.5%,4%,-3%,4%
c1ccc(C2NCCc3[nH]cnc32)cc1 (stereo unspecified),8%,/,7%,5%,-1.7%,/,2%,7%
COc1ccc(C(=O)C2CCCN(C3CSCCSC3)C2)c(C)c1 (stereo unspecified),-4%,14µM*,-11%,-19%,-0.2%,?,9%,4%
O=C(O)CCn1cc(C=C2C(=O)NC(=S)NC2=O)c(-c2cccc(Br)c2)n1,11%,10µM*,-23%,-10%,-9.0%,?,-8%,-2%
CCCCn1c(O)c(C(CC)=Nc2cccc(C(=O)O)c2)c(=O)[nH]c1=O,-2%,?,1%,-11%[46.1 µM],-4.8%,1%,-3%,-5%
CCCC(=O)c1ccc(CP(=O)(OCC)OCC)o1,10%,/,-2%,-16%,-1.0%,/,-11%,7%
N[C@@H](Cn1ccc(=O)n(Cc2ccc(C(=O)O)cc2)c1=O)C(=O)O,7%,-5%,-13%,/,-2.4%,/,/,3%
CC(N=Cc1c(O)n(C2CC2)c(=S)[nH]c1=O)c1ccccc1 (stereo unspecified),-8%,/,-16%,16%,2.7%,/,0%,4%
CCC1=C(C)C(N2CCOCC2)=NP(N2CCOCC2)(N2CCOCC2)=N1,1%,4%,-6%,4%[46.1 µM],-0.7%,0%,-2%,-6%
O=C(CCCC1=NS(=O)(=O)c2ccccc2N1)N1CCC2(CC1)OCCO2,6%,63%[activator],0%,-20%[46.1 µM],-1.2%,4%,6%,4%
O=c1c2ccccc2nc(-c2cccs2)n1-c1cnccn1,10%,-2%,3%,0%[46.1 µM],-0.2%,-5%,-21%,5%
COc1ccc(C(=O)Nc2sc3c(c2C(=O)O)CC(C)(C)OC3)cc1,-7%,20µM*,-12%,-17%,-1.9%,2%,3%,-11%
CCOC(=O)C(O)(c1ccc(N(CC)S(=O)(=O)c2ccccc2)cc1)C(F)(F)F (stereo unspecified),3%,14%,-17%,-24%[46.1 µM],-2.2%,0%,-12%,0%
CN1C(=O)N(C)C(=O)C2(Cc3cc([N+](=O)[O-])ccc3N(C)C2)C1=O,3%,4%,2%,-8%,-0.2%,0%,4%,5%
Cc1ccc(-n2nc(C)c3c2OC(N)=C(C#N)C3c2cccs2)cc1 (stereo unspecified),15%,13µM*,?,-5%[46.1 µM],0.0%,-5%,?,-10%
COc1ccc2c(c1)C13CCCCC1C(C2)N(C)CC3 (stereo unspecified),7%,-3%,5%,-12%[46.1 µM],-0.1%,/,/,-10%
Nc1c2c(nc3sc4c(c13)CCCC4)CCCCC2,2%,10%,-6%,2%[46.1 µM],3.2%,-4%,-9%,0%
Cc1ccc(-c2nn(C)c(=O)c3ccccc23)cc1CNC(=O)/C=C/c1ccccc1,-4%,22µM*,-12%,?,3.7%,-18%,2%,-2%
O=C1C(Cl)=C(Cl)C(=O)C(Cl)=C1Cl,-18%&-1%,0.4µM*,14µM*[quencher],/,1.3%,/,/,-9%&7%
O=[N+]([O-])c1ccc(N2CCNCC2)cc1N1CCCCC1,-7%,?,-13%,-2%,-1.0%,-6%,20%,-5%
COc1ccc(CCn2c(O)c(/C=N/N3CCCCC3)c(=O)[nH]c2=O)cc1OC,3%,?,3%,8%,1.6%,14%,3%,0%
O=C(Cc1cc(=O)[nH]c(=O)[nH]1)N1CCN(CCO)CC1,4%,12%,-8%,-15%,-0.2%,/,-3%,7%
CCN(C(C)=O)c1cccc(-c2ccnc3c(C#N)cnn23)c1,8%,/,-10%,-7%,0.0%,3%[15.4 µM],-9%,-3%
Cc1ccc(-n2c(O)c(/C=N/N3CCOCC3)c(=O)[nH]c2=S)cc1,12%,-11%,-5%,13%,-1.0%,3%,-21%,10%
Cc1nc2c(c(C)nn2-c2ccccc2)c(C)c1CCC(=O)N1CCC2(CC1)OCCO2,-7%,?,-2%,-18%[46.1 µM],0.0%,0%,-6%,-2%
CC(CN1CCOCC1)OC(=O)Cc1ccccc1 (stereo unspecified),-2%,-15%,3%,13%,0.0%,1%,-1%,/
CC1CCN(C(=O)CCl)CC1,-7%,0.35µM*,17%,10%,-1.8%,-9%,11%,1%

Ordered by SMILES length (high to low): part of the list above
SMILES,GLA spleen mod,ALDH1A1 block,Tau fluor counter,NPSR antagonist,Epigenetic reg,GAA inh,GAA glycogen mod,GAA spleen mod
COc1ccc(CCn2c(O)c(/C=N/N3CCCCC3)c(=O)[nH]c2=O)cc1OC,3%,?,3%,8%,1.6%,14%,3%,0%
CCN(C(C)=O)c1cccc(-c2ccnc3c(C#N)cnn23)c1,8%,/,-10%,-7%,0.0%,3%[15.4 µM],-9%,-3%
CC1CCN(C(=O)CCl)CC1,-7%,0.35µM*,17%,10%,-1.8%,-9%,11%,1%

(further entries)
SMILES,GLA spleen mod,ALDH1A1 block,Tau fluor counter,NPSR antagonist,Epigenetic reg,GAA inh,GAA glycogen mod,GAA spleen mod
COc1cc2c(cc1O)-c1c(O)c(OC)cc3c1[C@H](C2)N(C)CC3,2%,?,?,/,-0.3%,/,/,3%
O=C1NC(=O)N(Cc2ccccc2)C(=O)/C1=C/C=C/c1ccco1,-11%,/,-26%,?,?,/,0%,6%
COC(=O)c1c(C)n(Cc2ccccc2)c2ccc(O)cc12,2%,?,?,12%,1.0%,-6%,?,7%
COc1ccc(CC2c3cc(OC)c(OC)cc3CCN2C)cc1OC (stereo unspecified),5%&5%,7%,-2%&-8%,4%[46.1 µM],0.8%&0.4%,-3%,14%,7%&0%
O=c1[nH]c(=O)n(Cc2ccco2)c(O)c1C=NC1CCN(Cc2ccccc2)CC1,2%,/,10%,1%,3.1%,/,0%,7%
O=C(CNC(=O)OCc1ccccc1)Nc1ccc(Br)cc1C(=O)c1ccccc1,-2%,-2%,-25%,?,-1.0%,-7%,-3%,-12%
CC(C)n1cnc2c(C(=O)N[C@H]3CN4CCC3CC4)cc(Cl)cc21,-1%&-2%,2%,-11%&-2%,/,0.0%&-0.3%,/,/,1%&-7%
CC1(C)C(c2ccccc2)=NC(c2cccnc2)N1O (stereo unspecified),2%,?,7%,5%[46.1 µM],0.0%,-2%,?,0%
CC(C)(C)N1Cc2ccccc2C1=N,5%,-2%,-4%,1%[46.1 µM],1.1%,2%,-1%,2%
O=C1NC(=O)C(=Cc2ccc3ccccc3c2)C(=O)N1,-4%,?,-13%,-32%,1.6%,?,-6%,-7%
CC(C)NC[C@H](O)c1ccc(N)c(C#N)c1,7%,-9%,0%,/,5.1%,/,/,7%
O=C1NC(=O)C(=Cc2ccsc2)C(=O)N1,11%,-3%,-9%,-29%,-1.0%,0%,-2%,7%
Cc1ccc(N=Nc2cc(C)ccc2N)cc1,-2%,/,18µM*[quencher],-2%,0.1%,/,-9%,3%
CN1CCC2=C[C@@H](O)[C@@H]3OC(=O)c4cc5c(cc4C3C21)OCO5 (stereo partly specified),0%,?,-12%,/,0.8%,/,/,4%
Cc1c2cnn(CC(=O)N3CCC4(CC3)OCCO4)c(=O)c2c(C)n1Cc1ccccc1,?,4%,8%,-9%[46.1 µM],0.0%,3%,7%,6%

Individual results from the results shown:
For ALDH1A1 block, O=C(CNC(=O)OCc1ccccc1)Nc1ccc(Br)cc1C(=O)c1ccccc1 is listed with -2%
For Tau fluor counter, CCC1=C(C)C(N2CCOCC2)=NP(N2CCOCC2)(N2CCOCC2)=N1 is listed with -6%

Following part
SMILES,GLA spleen mod,ALDH1A1 block,Tau fluor counter,NPSR antagonist,Epigenetic reg,GAA inh,GAA glycogen mod,GAA spleen mod
O=C(c1ccc(C(F)(F)F)cc1)C1CCCN(C2CCSCC2)C1 (stereo unspecified),-17%,6%,0%,-4%,-0.5%,-14%,17%,-21%
Brc1ccc2c(c1)C(OC1CN3CCC1CC3)c1ccccc1CS2 (stereo unspecified),-7%,6%,16%,-34%,-0.9%,3%,4%,-6%
O=C1c2ccccc2C(=O)N1Cc1nc2ccccc2c(=O)n1-c1cccnc1,3%,1%,2%,-9%[46.1 µM],3.2%,2%,3%,-5%
c1ccc2c(c1)[I+]c1ccccc1-2,8%&7%&8%,-6%,-6%&-17%&-13%,-11%[46.1 µM],?,/,/,7%&7%&-1%
C=C1C2CC[C@@]3(C)C(c4ccoc4)OC(=O)C[C@@]13OC1CC(=O)C(C)(C)C(C(OC(C)=O)C(=O)OC)[C@@]12C (stereo partly specified),6%,11%,6%,/,1.3%,/,/,8%
Cc1c(C(=O)N2CCC3(CC2)OCCO3)sc2ncnc(N3CCN(c4ccccn4)CC3)c12,-1%,?,3%,?,0.0%,-3%,3%,-5%
CCCC(=O)NC(Oc1ccccc1Cl)C(Cl)(Cl)Cl (stereo unspecified),13%,?,-4%,-11%[46.1 µM],0.0%,-7%,5%,2%
Cc1cc(/C=C2\C(=O)NC(=O)N(c3ccc(Br)cc3)C2=O)c(C)n1C,-1%,?,-28%,-8%,-1.3%,3%,-2%,0%
O=c1cccc2n1CC1CC2CN(C(c2ccccc2)c2sc3ncnn3c2O)C1 (stereo unspecified),3%,-7%,4%,-6%[46.1 µM],-0.8%,4%,3%,-7%
CCN1CCN(C(=O)COc2ccc(S(=O)(=O)N(C)Cc3ccccc3)cc2)CC1,-7%,?,-1%,-13%[46.1 µM],0.0%,-4%,2%,-4%
CN(C)c1ccc(P(=O)(Nc2ccc([N+](=O)[O-])cc2)N2CCOCC2)c(NC(=O)c2cccs2)c1 (stereo unspecified),-3%,-6%,?,-7%,-1.0%,-3%,-1%,5%
COc1ccccc1CC1/C(=N/O)C2CCN1CC2 (stereo unspecified),7%,?,3%,19%[46.1 µM],0.2%,-2%,7%,4%
COc1ccc(S(=O)(=O)NC(CC(=O)N2CCC3(CC2)OCCO3)C(C)C)cc1 (stereo unspecified),2%,-3%,-10%,-4%[46.1 µM],0.0%,-1%,-12%,-16%
